# Rab9 prom act = qHTS Assay for Rab9 Promoter Activators; Huh7 Rab9 promoter-luciferase reporter, luminescence, 24 h; Potency, µM (doses to about 9.22 µM), for inactives: at the highest dose activation, negative = inhibition, actives largely listed as activators; 2.8% of 320,000 active; further: potency means the concentration at half of the fitted maximal effect; % of control where 0% means no effect; nearly all actives have a fitted effect of over 60% in size
#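 Using Huh7 cells stably transfected with Rab9 promoter–luciferase, compounds were incubated 24 h at 37 °C, 5% CO2; luciferase luminescence was read 10 min after reagent addition.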
# FBPA coupling cs = qHTS Assay for Inhibitors of Fructose-1,6-bisphosphate Aldolase from Giardia Lamblia: Coupling assay counterscreen. coupling enzyme system counterscreen, AmpLite Red fluorescence. 0.67% of 290,000 active. activity change, negative = inhibition, % at 58.2 µM, hits read low; in the data active means activity change below about -30%; further: on the % scale 0 is the no-effect control and ±100 the full control effect
#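 Final compound at 57.5 uM, incubated 10 min at RT with coupling enzyme reagent (glyceraldehyde-3-phosphate), then 20 min with substrate and AmpLite Red detection. Fluorescence read at 525/598 nm; tests interference with the coupling assay, not aldolase inhibition.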
# Gal4-VP16 FLuc = VP16 counterscreen qHTS for inhibitors of ROR gamma transcriptional activity; Potency, µM (top dose mostly 53.6 µM), without a hit: at the highest dose activity, negative = inhibition, most hits filed as inhibitors; AID 2546, 2010; Drosophila S2 Gal4-VP16 UAS-luciferase, luminescence, 20 h; 3.5% of 310,000 active;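 further: Gal4-VP16 expression switched on by copper sulfate through the metallothionein promoter; potency means the concentration at half of the fitted maximal effect; on the % scale 0 is the no-effect control and ±100 the full control effect; nearly all actives have a fitted effect of over 50% in size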
# FLuc counter = qHTS profiling assay for firefly luciferase inhibitor/activator using purifed enzyme and Km concentrations of substrates (counterscreen for miR-21 project) | purified FLuc, Km substrates, luminescence inhibition | Potency, µM (series often up to 57.5 µM), inactives show at the top dose activity change, negative = inhibition, actives largely listed as inhibitors | 6.9% of 360,000 active;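 further: potency means the concentration at half of the fitted maximal effect; plate controls were vehicle for no effect and reference inhibitor for full effect; nearly all actives have a fitted effect of over 55% in size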
# Target sequence (P08659 whole entry, looked up): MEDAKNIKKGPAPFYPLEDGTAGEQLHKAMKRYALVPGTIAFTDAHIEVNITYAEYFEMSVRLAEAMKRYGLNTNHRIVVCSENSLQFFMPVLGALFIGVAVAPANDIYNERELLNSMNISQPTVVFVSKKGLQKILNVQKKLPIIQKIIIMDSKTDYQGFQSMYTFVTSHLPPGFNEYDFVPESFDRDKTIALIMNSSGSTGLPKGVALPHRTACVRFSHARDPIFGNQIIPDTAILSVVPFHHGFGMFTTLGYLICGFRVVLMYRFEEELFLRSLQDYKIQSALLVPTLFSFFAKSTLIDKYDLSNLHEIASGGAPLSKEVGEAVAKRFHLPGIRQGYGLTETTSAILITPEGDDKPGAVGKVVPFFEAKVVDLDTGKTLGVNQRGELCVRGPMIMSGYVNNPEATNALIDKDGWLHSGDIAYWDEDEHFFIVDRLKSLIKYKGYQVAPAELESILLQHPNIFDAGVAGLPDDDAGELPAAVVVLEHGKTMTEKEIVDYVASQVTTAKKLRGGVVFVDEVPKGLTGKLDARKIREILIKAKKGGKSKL
#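 Purified P. pyralis luciferase, 10 nM final, with Km-level 10 uM D-luciferin and 10 uM ATP in 50 mM Tris acetate pH 7.5, 10 mM Mg acetate, 0.01% Tween-20, 0.05% BSA; 6-point qHTS titration about 60 µM downward; luminescence read.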
# RORgamma inh = qHTS for inhibitors of ROR gamma transcriptional activity | 5.4% of 310,000 active | Nuclear receptor ROR-gamma (Mus musculus), P51450 | Drosophila S2 Gal4-RORgamma UAS-luciferase reporter, 20 h | Potency, µM (top dose mostly 53.6 µM), for the others: at the top dose activity change, negative = inhibition, most hits filed as inhibitors; further: potency means the concentration at half of the fitted maximal effect; on the % scale 0 is the no-effect control and ±100 the full control effect; nearly all actives have a fitted effect of over 60% in size
#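 Drosophila S2 cells stably expressing Gal4-DBD/mouse RORγ fusion under metallothionein promoter plus UAS-luciferase; compound 1 h, then 700 uM CuSO4 induction for 20 h at ambient temperature; inhibition read as reduced luminescence.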
# NPC1 prom act = qHTS Assay for NPC1 Promoter Activators. Huh7 NPC1 promoter luciferase reporter, 24 h. Potency, µM (doses to about 9.22 µM), for inactives: top-dose activation, usual class: activators. 2.4% of 320,000 active. AID 485313, 2010;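 further: potency means the concentration at half of the fitted maximal effect; % of control where 0% means no effect; nearly all actives have a fitted effect of over 60% in size; reporter is driven by a mutant NPC1 promoter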
#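 Luminescence from an NPC1 promoter-driven luciferase reporter in stably transfected Huh7 cells was measured after 24 h compound treatment at 37 °C, followed by 10 min ambient incubation with luciferase detection reagent.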
# ELG1 genotox = qHTS screen for small molecules that induce genotoxicity in human embryonic kidney (HEK293T) cells expressing luciferase-tagged ELG1 | 1.3% of 330,000 active | Potency, µM (series often up to 46 µM), for the others: top-dose activity change, positive = activation, hits mostly activators | HEK293T ELG1-luciferase reporter, luminescence, 16 h | AID 504466, 2011; further: potency means the concentration at half of the fitted maximal effect; % of control where 0% means no effect; nearly all actives have a fitted effect of over 60% in size
#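 16 hr compound incubation (37 °C, 5% CO2) of HEK293T cells carrying luciferase-tagged ELG1; luciferase then measured by ONE-Glo luminescence after 30 min at RT.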
# KCNH2 3.1 block = qHTS for Inhibitors of KCHN2 3.1: Mutant qHTS; Potassium voltage-gated channel subfamily H member 2, brain isoform KCNH2 3.1 (human); U2OS KCNH2 3.1, thallium flux FluxOr; active compounds read low; activity change, % (tested at about 1.8 µM); 0.95% of 340,000 active; AID 720553, 2013;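 active means maximum activity change below -70%; inconclusive means maximum activity change from -70% to -50%; inactive means maximum activity change above -50%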;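 further: thallium influx rate constant from kinetic fluorescence after stimulation buffer; on the % scale 0 is the no-effect control and ±100 the full control effect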
#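 Thallium flux via FluxOr fluorescence (Red40 quencher, 45 min loading) in U2OS cells virally expressing the KCNH2 3.1 isoform (1.77 x 10^8 /mL virus, overnight at 37 C). Rate constants from 2-min kinetic reads post-stimulation, normalised to positive and negative controls.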
# uPA surface inh = qHTS for Inhibitors of Cell Surface uPA Generation; Potency, µM (titrated, usually from 38.3 µM), for the others: at the top dose activity change, negative = inhibition, usual class: inhibitors; cell surface uPA generation assay, qHTS; 0.31% of 330,000 active; active means well fitted inhibition curve with a large enough effect; inconclusive means small, poorly fitted or top-dose-only effect; inactive means no such curve, though single readings can be large or run the other way; tested in mouse RAW 264.7 cells; further: potency means the concentration at half of the fitted maximal effect; on the % scale 0 is the no-effect control and ±100 the full control effect; nearly all actives have a fitted effect of over 55% in size
# Giardia killer = Small Molecules that selectively kill Giardia lamblia: qHTS. 0.15% of 340,000 active. Giardia lamblia trophozoite viability. activity change, % at 7.66 µM, hits read low; in the data active means activity change below about -80%; inconclusive means between about -30% and that limit;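 further: parasites exposed to compound for two days anaerobically before the ATP read; on the % scale 0 is the no-effect control and ±100 the full control effect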
#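 Compounds were tested on trophozoites seeded at 100 cells/well and held 48 hrs at 37 deg C anaerobically. An ATP-based luminescent kit measured the remaining live cells.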
# Tb PFK block = qHTS Assay to Find Inhibitors of T. brucei phosphofructokinase. T. brucei PFK, ADP-Glo luminescence. 0.17% of 330,000 active. Potency, µM (doses to about 57.5 µM), for inactives: top-dose activity, negative = inhibition, usual class: inhibitors. ATP-dependent 6-phosphofructokinase (Trypanosoma brucei brucei), O15648. AID 485367, 2010;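 further: potency means the concentration at half of the fitted maximal effect; 0% = uninhibited 1x PFK enzyme wells and -100% = no-enzyme wells; nearly all actives have a fitted effect of over 60% in size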
# Target sequence (O15648 whole entry, looked up): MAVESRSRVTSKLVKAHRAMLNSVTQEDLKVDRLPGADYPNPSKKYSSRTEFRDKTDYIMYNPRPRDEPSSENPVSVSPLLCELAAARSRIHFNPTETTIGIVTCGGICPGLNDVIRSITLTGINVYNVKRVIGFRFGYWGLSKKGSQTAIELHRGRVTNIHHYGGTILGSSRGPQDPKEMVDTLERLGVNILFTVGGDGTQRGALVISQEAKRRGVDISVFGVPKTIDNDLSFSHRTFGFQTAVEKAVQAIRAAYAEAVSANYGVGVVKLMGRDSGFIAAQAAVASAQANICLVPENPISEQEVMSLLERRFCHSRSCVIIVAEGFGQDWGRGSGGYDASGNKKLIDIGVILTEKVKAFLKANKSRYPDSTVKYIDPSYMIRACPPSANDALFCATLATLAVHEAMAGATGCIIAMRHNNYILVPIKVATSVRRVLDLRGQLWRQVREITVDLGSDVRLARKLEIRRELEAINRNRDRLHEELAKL
#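 1.25 nM PFK with 0.5 mM F6P and 0.1 mM ATP in 0.1 M TEA pH 8.0, 5 mM MgCl2, incubated 45 min at room temperature; ADP measured by ADP-Glo luminescence; compounds titrated up to 57 uM.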
# The depositor's hits bear a star; ? = inconclusive; nt = not tested or not shown; [ ] = another dose, or the depositor's remark. Unless noted, the call rests on the fitted dose curve; in most records, active means well fitted curve in the direction sought with a large enough effect; inconclusive means small, poorly fitted or top-dose-only effect, or another doubt; inactive means no such curve, though single readings can be large; an effect the other way counts as inactive or inconclusive.
SMILES,Rab9 prom act,FBPA coupling cs,Gal4-VP16 FLuc,FLuc counter,RORgamma inh,NPC1 prom act,ELG1 genotox,KCNH2 3.1 block,uPA surface inh,Giardia killer,Tb PFK block
CC(=O)c1ccc(NC(=O)CCCN2C(=O)COc3ccc(C)cc32)cc1,7%,0,18%,4%,17%,-2%,1%,0,-3%,-4,-4%
N#Cc1ccccc1S(=O)(=O)N1CCN(C(=O)Cc2n[nH]c(=O)c3ccccc23)CC1,nt,nt,nt,nt,nt,nt,-2%,11,1%,6,-8%
O=C(CNCCc1ccc(Cl)cc1)Nc1ccc(C(=O)N2CCCCC2)cc1,-2%,0,-8%,-3%,35%,0%,-1%,?,-1%,-13,-6%
COCc1nnc(NS(=O)(=O)c2ccc(Br)cc2)s1,-3%,2,5%,3%,12%,-1%,1%,-1,-9%,7,-4%
Cc1cccc(NC(=O)CCC(=O)N2CCOCC2)n1,-3%,nt,nt,6%,nt,-3%,1%,1,-16%,-4,-2%
COc1ccc(/C=C(\NC(=O)c2ccc(OCC(C)C)cc2)C(=O)OCc2ccco2)cc1,-1%,1,-1%,-7%,-13%,-3%,0%,-1,-4%,-23,-4%
Cc1nc2scc(-c3ccccc3)c2c(=O)n1/N=C/c1ccco1,3%,6,12%,0%,0%,0%,-3%,-3,1%,5,3%
Cc1ccc(C)c(NC(=O)c2cnc3n(c2=O)CCS3)c1,4.5µM*,-2,-11%,-18%,1%,?,15%,-3,2%,9,0%
Cc1cccc(NC(=O)CS(=O)(=O)c2cn(C)c3ccccc23)c1,4%,-9,0%,-1%,0%,-2%,-8%,8,7%,-21,-6%
Cn1cc(CNC(=O)/C=C/c2ccc(Cl)cc2)cn1,2%,-3,6%,?,11%,-7%,4%,9,-2%,-1,-4%
CCCOc1ccc(C2NC(=O)NC2=O)cc1 (stereo not given),-4%,4,3%,0%,?,1%,-1%,3,10%,7,1%
Cc1cc(Nc2ccc(C)c(C)c2)c2ccccc2n1,-9%,-1,-1%,-1%,4%,-9%,-12%,1,-11%,11,-1%
COc1ccc(-c2csc(NC(=O)C3CSC4(C)CCC(=O)N34)n2)cc1 (stereo not given),0%,nt,nt,2%,nt,0%,1%,-8,7%,-28,-6%
COc1ccc2cc(/C(C)=N/NC(=O)c3cc(-c4cccnc4)nc4ccccc34)ccc2c1,6%,0,-13%,-1%,-1%,1%,2%,-16,11%,-15,0%
Nc1cc(C(=O)OCC(=O)NNC(=O)c2ccccc2)ccc1Cl,1%,nt,nt,1%,nt,-4%,-2%,10,1%,-3,7%
Cc1ccc(NC(=O)c2ncn[nH]2)cc1,2%,-1,-7%,17µM*,-1%,10%,8%,14,1%,7,-1%
COc1ccc(NS(=O)(=O)c2ccc(NC(=S)NC(=O)c3cccc(F)c3)cc2)nn1,-2%,2,-9%,4%,1%,-1%,1%,nt,-10%,-3,9%
O=C(O)COc1ccc(/C=N/NC(=O)COc2nsnc2N2CCOCC2)cc1,-1%,1,-1%,-4%,4%,2%,2%,3,8%,9,2%
Cc1cc(C(=O)CSc2nnc(-c3ccco3)o2)c(C)n1C,nt,nt,nt,nt,nt,nt,14%,-1,-2%,-3,-23%
CCCc1cc(=O)oc2c(C)c(OCC(=O)N3CCC[C@@H]3C(=O)O)ccc12,-2%,7,1%,6%,2%,-6%,4%,3,2%,1,3%
Cc1cc(C(F)(F)F)nc(SCC(=O)Nc2ccccc2)n1,-6%,5,8%,4%,?,-1%,0%,-3,4%,8,-2%
O=C(NCc1ccco1)/C(=C\c1cccs1)NC(=O)c1cccs1,-2%,4,-1%[10 µM],0%,16%,1%,-1%,1,-2%,-8,-7%
Cc1cc(-c2csc(NC(=O)c3ccc(C#N)cc3)n2)c(C)n1Cc1ccco1,-4%,2,-6%,1%,-28%,-5%,-1%,-6,-4%,30[activator],3%
Cc1nc(C)c(C(=O)N(c2ccccc2F)C(C(=O)NCC2CCCO2)c2ccccc2)s1 (stereo not given),-5%,2,9%,-1%,-6%,0%,-1%,-8,nt,-3,0%
COc1cccc(-c2ncc3ccccc3c2COC(=O)c2cccc(Br)c2)c1,-6%,nt,nt,-1%,nt,4%,-4%,2,-3%,-24,0%
COc1ccc(NC(C)=O)cc1NC(=O)CSc1nnc(-c2ccc(F)cc2)n1N,-11%,0,-17%,1%,-6%,-2%,3%,-2,1%,24,-4%
Cn1c(SCC(=O)Nc2cc(=O)n(C)c(=O)n2C)nnc1-c1cccs1,10%,3,3%,1%,4%,0%,2%,nt,nt,nt,-1%
CCOC(=O)CNC(=O)c1cccs1,-2%,2,17%,-1%,13%,-1%,0%,5,4%,-3,-1%
CCOc1cc(NC(=S)NCC(C)C)c(OCC)cc1NC(=O)c1ccco1,1%,-1,7.9µM*,3%,5µM*,6%,-1%,14,1%,14,1%
COc1ccc(-c2[nH]ncc2CNCc2cc(C)n(C)n2)c(F)c1,3%,0,0%,-2%,14%,-2%,-7%,1,3%,-17,-1%
O=C(Nc1ccc(-c2noc(CCc3ccccc3)n2)cc1)c1cccnc1,2%,-8,5%,?,5%,0%,-8%,-3,-17%,-3,-2%
COc1cccc(C(=O)CC(=O)C(=O)Nc2cc(OC)c(OC)c(OC)c2)c1,-1%,2,0%,-2%,0%,-8%,2%,nt,nt,nt,-12%
FC(F)(F)c1cccc(CNC(=S)Nc2ccccc2)c1,0%,-1,-18%[10 µM],-4%,5.6µM*,-1%,-13%,4,0%,-6,-7%
Cc1nc2cc(NC(=O)c3ccc(Cl)cc3)ccc2n1C,0.28µM*,0,?,4.3µM*,-2%[1.91 µM],0.28µM*,1µM*,4,-71%,4,-1%
CCOC(=O)N/N=C\c1ccc(C)s1,28%,-3,?,?,18%,14%,12%,4,-9%,-6,-1%
Cc1nc2ccc(NC(=O)c3ccc(=O)[nH]c3)cc2s1,-1%,1,-7%,-6%,-20%,-1%,12%,-16,0%,-4,11%
O=C(C1CCCO1)N1CCN(S(=O)(=O)c2ccc(Br)cc2)CC1 (stereo not given),11%,nt,-4%,-1%,1%,-1%,-5%,3,8%,-8,0%
CC(C)[C@H](NC(=O)OCc1ccccc1)C(=O)N[C@@H](Cc1c[nH]c2ccccc12)C(=O)O,0%,nt,nt,?,nt,7%,1%,-17,-1%,-9,-25%
O=C1NC(=O)/C(=C/c2ccccn2)S1,17%,3,-4%,?,16%,-3%,6%,4,-2%,-1,-2%
O=C(COc1ccccc1)NC(=S)Nc1ccc2c3c(cccc13)CC2,-2%,0,-3%,?,-33%,1%,7%,2,-3%,-20,0%
CNC(=O)c1ccc(CNC(=O)OCc2ccccc2)cc1,3%,0,4%,-14%,18%,6%,9%,2,-1%,-9,-5%
COCCCNC(=O)C(=O)NCC1CCCN1S(=O)(=O)c1cccs1 (stereo not given),1%,nt,nt,7%,nt,-1%,7%,3,2%,-7,2%
Cc1ccc(S(=O)(=O)Nc2cc(-c3ccc(Cl)cc3)nn2C)cc1,-4%,14,-3%,-2%,-9%,-4%,-2%,-174*,-23%,12,4%
N/C(=N\OC(=O)c1cccc(Br)c1)c1ccncc1,20%,-1,-5%,12µM*,0%,25%,?,0,-3%,-3,-7%
Clc1ccc(OCCn2cnc3ccccc32)cc1,7%,-1,10%,3%[2.3 µM],4µM*,6%,-10%,5,2%,-14,-3%
O=C(CN1CCC(n2nnc3cc(F)ccc32)CC1)Nc1ccccc1N1CCOCC1,1%,0,-20%,1%,-11%,1%,-2%,-13,10%,24,-3%
COc1ccc(CNC(=S)Nc2ccc(F)c(Cl)c2)cc1OC,-2%,-2,-8%,-2%,11µM*,-1%,-8%,10,5%,-18,-7%
Cc1cc(C)c2cc3c(N)c(C(=O)N4CCOCC4)sc3nc2c1,?,0,?,11µM*,-2%,?,8%,19,-7%,0,0%
COC(=O)[C@H](CC(C)C)NC(=O)NC1CCCCC1C (stereo not given in full),-5%,4,4%,-1%,-29%,-2%,-3%,11,-3%,-5,4%
CC(=O)c1c(C)[nH]c(C(=O)NCCCN2CCCC2)c1C,-4%,3,-4%,2%,-10%,-4%,0%,1,2%,7,1%
CC1=NN(C(=O)Cn2nc([N+](=O)[O-])cc2C)C(O)(C(F)(F)F)C1 (stereo not given),-2%,0,?,6%,10µM*,1%,1%,-1,2%,6,-2%

# Assay outcomes (PubChem BioAssay)
